Screening data from PubChem BioAssay.
HTRA1 inhibitor: HTRA1 serine protease inhibitors, primary screen, biochemical, fluorescence polarization, HTS | Q92743 | recombinant HTRA1, FP-rhodamine activity-based probe | inhibition, % at 5.96 µM | actives 0.5% (n = 340,000) | AID 504803, 2011; in the data active means inhibition above about 36%;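 further: 0% = enzyme with DMSO and 100% = wells lacking enzyme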
LEDGF integ inh: blockers of LEDGF/p75-dependent integrase strand transfer – biochemical, TR-FRET, high throughput, primary screen | HIV-1 integrase (with human LEDGF/p75) | TR-FRET IN-LEDGF/p75 DNA integration, Eu/Cy5 | inhibition, % at 3.7 µM | actives 0.64% (n = 370,000) | AID 743269, 2014;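 active means inhibition above the screen-wide mean plus 3 SD, cut at about 13% in these data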;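 further: signal is the Cy5 over europium emission ratio at 671 and 618 nm; 0% = plate median of compound wells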
MBD2 DNA inh: inhibitors of MBD2 binding to methylated DNA, primary screen, biochemical, TR-FRET, DNA-binding domain, human | MBD2 binding to methylated oligonucleotide | Methyl-CpG-binding domain protein 2 (Homo sapiens), Q9UBB5 | actives 0.31% (n = 370,000) | AID 686964, 2013 | inhibition, % at 4.4 µM; in the data active means inhibition above about 13%
NR1D1 modulator: modulators of Rev-erb alpha DNA binding, primary screen, biochemical, FITC-DNA, fluorescence polarization, uHTS; Nuclear receptor subfamily 1 group D member 1 (Homo sapiens), P20393; actives 0.79% (n = 370,000); AID 1259318, 2017; activity, % at 10 µM; Rev-erbα–FITC-DNA binding, 90 min;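 active means activity above about 14%, limit read from the data; passing the limit was not always enough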;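 further: 0% = DMSO wells with 35 nM protein and 100% = DMSO wells with 750 nM protein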
rCAG binder: binders of r(CAG) RNA repeats, primary screen, biochemical, fluorescence; r(CAG) RNA repeat, TO-PRO-1 dye displacement fluorescence; inhibition, % at 3 µM; actives 1.3% (n = 370,000); AID 651821, 2012;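 active means inhibition above the plate cutoff, the mean of all test compounds on that plate plus 3 SD, cut at about 35% in these data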;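 further: 0% = DMSO alone and 100% = 100 µM mitoxantrone as full dye displacement; higher means more dye released from RNA so lower well fluorescence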
UHRF1 binding: UHRF1 methylated DNA binding inhibitors, primary screen, counter-screen for MBD2 inhibitor project, biochemical, TR-FRET, human UHRF1, single concentration | E3 ubiquitin-protein ligase UHRF1 (Homo sapiens), Q96T88 | UHRF1 binding to methylated oligo | inhibition, % at 4.4 µM | actives 0.75% (n = 370,000) | AID 687016, 2013; in the data active means inhibition above about 21%;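 further: UHRF1 SRA domain binding a hemimethylated CpG hairpin DNA probe; 0% = median of test compound wells and 100% = reference inhibitor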
Target sequence (Q96T88 whole entry, looked up, the tested form may be a part): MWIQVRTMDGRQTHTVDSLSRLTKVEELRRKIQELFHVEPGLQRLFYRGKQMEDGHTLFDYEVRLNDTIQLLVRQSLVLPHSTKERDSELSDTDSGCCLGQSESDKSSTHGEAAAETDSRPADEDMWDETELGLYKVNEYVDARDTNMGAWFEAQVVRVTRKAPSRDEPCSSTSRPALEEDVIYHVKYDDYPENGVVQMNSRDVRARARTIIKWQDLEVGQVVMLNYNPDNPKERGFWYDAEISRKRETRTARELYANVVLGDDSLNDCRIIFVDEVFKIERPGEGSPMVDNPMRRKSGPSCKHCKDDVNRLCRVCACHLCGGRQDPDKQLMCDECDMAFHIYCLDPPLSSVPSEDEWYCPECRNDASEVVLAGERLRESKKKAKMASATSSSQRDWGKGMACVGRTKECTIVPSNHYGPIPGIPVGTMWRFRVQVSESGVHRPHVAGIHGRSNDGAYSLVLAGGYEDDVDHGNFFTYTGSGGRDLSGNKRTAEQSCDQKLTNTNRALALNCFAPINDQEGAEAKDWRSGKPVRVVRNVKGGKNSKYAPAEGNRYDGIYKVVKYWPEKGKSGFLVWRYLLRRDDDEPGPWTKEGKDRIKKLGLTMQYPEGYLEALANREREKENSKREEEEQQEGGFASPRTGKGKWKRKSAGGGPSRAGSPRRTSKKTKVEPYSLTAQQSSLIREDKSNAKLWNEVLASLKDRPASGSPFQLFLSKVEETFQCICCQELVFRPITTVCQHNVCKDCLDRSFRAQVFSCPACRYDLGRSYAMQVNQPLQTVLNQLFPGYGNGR
ABHD4 inh: ABHD4 inhibitors, primary screen, biochemical, fluorescence polarization, mouse; inhibition, % at 8.92 µM; purified mABHD4, FP-Rh probe fluorescence polarization; (Lyso)-N-acylphosphatidylethanolamine lipase (Mus musculus), Q8VD66; actives 0.54% (n = 370,000);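 active means inhibition exceeding the mean over every tested compound plus 3 SD, cut at about 30% in these data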;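 further: 0% = plate median of compound wells and 100% = S159A mutant with DMSO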
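Doses – 8.92 µM, single dose · Material – wild-type mouse ABHD4 protein · Replication – single well per compound (singlicate) · Measure – percent inhibition of probe binding, normalized to plate controls · Schedule – 45 min compound pre-incubation plus 60 min probe step, 25 °C · Detection – fluorescence polarization with parallel and perpendicular emission, 525/598 nm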
PG9 binder: binders of HIV-1 gp120 antibody PG9, primary screen, biochemical, TR-FRET; HIV-1 gp120 / PG9 antibody interaction; TR-FRET gp120-PG9 antibody binding; inhibition, % at 6.7 µM; actives 0.43% (n = 360,000); AID 624416, 2012; in the data active means inhibition above about 8.5%
TCR CD3 inh: inhibitors of human TCR-CD3 interaction, primary screen, biochemical, fluorescence, TAMRA-labeled TCR probe. T-cell receptor (TCR). inhibition, % at 9.4 µM. actives 0.37% (n = 360,000); in the data active means inhibition above about 19%;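 further: recombinant mutant TCR 2C K166C tagged with TAMRA read by polarization; 0% = receptor in buffer alone and 100% = receptor with positive control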
PRMT1 FP inh: PRMT1 methyltransferase inhibitors, primary screen, biochemical, fluorescence polarization; Protein arginine N-methyltransferase 1 (Homo sapiens), Q99873; recombinant PRMT1, activity-based probe fluorescence polarization; inhibition, % at 2.79 µM; actives 1.3% (n = 370,000); AID 652257, 2013;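 active means inhibition above about 21% made by adding two undisclosed values, limit read from the data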
Active calls of the source: *; · = no result given; & = joins results of further samples.

The first 2 entries, to show the layout:
cpd	SMILES	TCR CD3 inh	MBD2 DNA inh	PRMT1 FP inh	ABHD4 inh	rCAG binder	LEDGF integ inh	HTRA1 inhibitor	NR1D1 modulator	PG9 binder	UHRF1 binding
1	N#Cc1cnn2c(-c3cccc([N+](=O)[O-])c3)ccnc12	4	9	5	6	2	-1	0	-1	0.6	1
2	CCN(CC)C(=O)CSc1nnc(-c2ccccc2)o1	-4	5	1	-1	-3	-4	7	0	-1.7	0

The listing, previewed entries included:
cpd	SMILES	TCR CD3 inh	MBD2 DNA inh	PRMT1 FP inh	ABHD4 inh	rCAG binder	LEDGF integ inh	HTRA1 inhibitor	NR1D1 modulator	PG9 binder	UHRF1 binding
1	N#Cc1cnn2c(-c3cccc([N+](=O)[O-])c3)ccnc12	4	9	5	6	2	-1	0	-1	0.6	1
2	CCN(CC)C(=O)CSc1nnc(-c2ccccc2)o1	-4	5	1	-1	-3	-4	7	0	-1.7	0
3	O=C(O)C1CC=CCC1C(=O)Nc1ccccc1 (stereo not drawn)	-3	2	0	4	3	-1	-1	4	1.2	2
4	O=C1c2cc(F)ccc2-n2c1nc1ccccc1c2=O	0	-7	-3	1	0	6	4	10	0.0	-5
5	CCN(CC)C(=O)CN(c1cc2c(cc1OC)oc1ccccc12)S(=O)(=O)c1ccc(C)cc1	-2	-6	-1	-2	12	6	-61	-6	-0.8	6
6	C=CCOC(=O)/C(=C/c1cccnc1)NC(=O)c1ccccc1	-4	-5	6	-2	-1	0	1	5	-0.1	1
7	CCOc1ccc(C2c3[nH]c4ccccc4c3C[C@H]3C(=O)N(C4CCN(Cc5ccccc5)CC4)CC(=O)N23)cc1OC (stereo partly drawn)	6	-1	-5	-3	0	1	-12	0	-1.1	0
8	CCOC(=O)N1CCC(N2C(=O)c3ccccc3C2Nc2ccc(Cl)cn2)CC1 (stereo not drawn)	15	-4	1	-3	-3	3	-12	-2	-0.7	1
9	CN1OC[C@@H]2CN[C@H](c3cccc(Oc4ccccc4)c3)C[C@@H]21	-4	4	-2	7	2	-3	1	-6	-2.0	3
10	CC(=O)Nc1ccc(NC(=O)C2CCN(C(=O)C3CC(=O)N(c4ccc(C)cc4)C3)CC2)cc1 (stereo not drawn)	-7	11	6	-12	0	-7	1	1	0.2	6
11	O=S(=O)(c1ccc(Cl)cc1)c1cnc2ccccc2n1	4	-1	-2	-3	-3	-2	-1	-5	-0.2	-1
12	Cc1cccc(NC(=O)C2CCCN(S(=O)(=O)c3c(C)nn(C)c3C)C2)c1 (stereo not drawn)	1	-1	-1	-10	1	0	-8	3	-0.9	1
13	C[C@@H]1CN([C@@H](C)CO)C(=O)CCCn2cc(nn2)CO[C@H]1CN(C)C(=O)C1CC1	-3	13*	2	5	-2	1	·	2	0.1	0
14	COc1ccc(-c2nnc(SCC3CCCO3)n2C)cc1 (stereo not drawn)	4	0	-2	0	-5	-2	9	1	-0.7	-2
15	COc1ccc(S(=O)(=O)N2CCOCC2)cc1NC(=O)Cc1ccc(F)cc1	4	0	3	8	5	-4	-3	-7	-1.5	2
16	CC(=O)n1cc([C@H]2C=C(C(=O)NCc3ccccc3)O[C@@H](OCc3ccc(CO)cc3)C2)c2ccccc21	-3	-9	7	-21	6	0	-33	1	-2.7	-1
17	COc1ccc([N+](=O)[O-])cc1/C=N/Nc1nn[nH]n1	10	-6	2	-2	0	1	2	-3	-3.7	6
18	N#Cc1ccc(COc2ccc(CCO)cc2-n2nc3ccccc3n2)cc1	4	-4	0	-13	0	-2	-19	1	-0.2	2
19	COCCNC(=O)c1cc2ncc(Br)cn2n1	0	5	-1	5	-3	1	8	-4	0.9	4
20	O=C1CCN(C(=O)Nc2cccc(Cl)c2)N1	3	-1	12	-3	1	0	-1	-1	0.8	-6
21	CSC(=NC#N)N1CCN(C(c2ccccc2)c2ccccc2)CC1	-1	2	0	0	-5	-6	-15	5	0.3	0
22	CCN(CCn1cccn1)C(=O)c1cc(COc2cc(C)ccc2C)on1	4	-1	0	-5	-2	1	-15	0	-1.0	31*
23	CN(Cc1ccco1)S(=O)(=O)c1ccc2c(c1)CCN2C(=O)CCC(=O)O	-3	2	0	3	1	0	4	2	-1.2	-2
24	CCOC(=O)Cn1c(=O)n(CC(=O)OCC)c2ccccc21	4	0	-2	13	-3	0	4	-4	-1.6	-2
25	Brc1ccc(-c2nc3ncccn3c2Nc2ccc3c(c2)OCCO3)o1	3	0	-1	0	-2	-8	10	3	-10	-4
26	COC(=O)[C@]12C[C@H](CC(=O)NCc3cccc(C(F)(F)F)c3)C(=O)N(Cc3ccccc3)C1=C[C@H](COCc1ccccc1)O[C@@H]2C	·	-2	1	-7	4	2	·	-3	·	-3
27	CCN(C(=O)CN1CCCCC1C)c1c(N)n(Cc2ccccc2)c(=O)[nH]c1=O (stereo not drawn)	1	-5	-5	-3	2	8	3	0	-0.5	0
28	CCC1CCCCN1CCCNC(=O)C1CCCN(S(=O)(=O)N2CC(C)CC(C)C2)C1 (stereo not drawn)	-4	-4	-3	0	-5	0	4	-1	-1.2	-1
29	COc1cc(C#N)ccc1OCC(=O)Nc1ccc(C)c(S(=O)(=O)N2CCOCC2)c1	0	-2	-3	0	9	2	-2	8	2.4	1
30	CCOc1cc(C2Nc3ccccc3C(=O)N2c2ccccc2)c(Br)cc1OCC(=O)O (stereo not drawn)	1	2	2	2	10	0	-8	4	-0.3	4
31	Cc1cccc(C(=O)Nc2cccc(C(=O)N3CCOCC3)c2)c1	7	1	-2	-1	-1	-3	-5	-4	0.9	-6
32	O=C1NCCCC1C(=O)N1CCCCC1 (stereo not drawn)	6	-1	-2	-3	3	-3	1	-4	-0.6	4
33	N#C/C(=C/c1ccc(N2CCOCC2)o1)C(=O)Nc1ccccc1	2	-21	-96	-5	-127	2	5	53*	-16	-79
34	CC(=O)c1cccc(NC(=O)CCn2c(=S)oc3ccccc32)c1	6	0	-3	-4	-1	2	0	29*	-1.0	5
35	CC(=O)c1ccc(OCC(=O)NC2CCCN(Cc3ccccc3F)C2)cc1 (stereo not drawn)	-2	3	3	1	-3	0	0	-3	-0.9	0
36	COc1ccc(C(=O)N/N=C/c2ccc3cccc(OCc4ccccc4)c3n2)cc1	-4	-1	2	-82	3	2	-135	-2	3.6	2
37	CC(Oc1ccc2c(-c3ccccc3)cc(=O)oc2c1)C(=O)NCC1CCC(C(=O)O)CC1 (stereo not drawn)	9&0	-4&4	-4&-1	49*	7&6	1&-3	-2&-3	1&5	0.5&2.3	0&1
38	CCC(C)(C)c1ccc(Oc2ccc(N)cc2)cc1	-10	0	8	-2	-4	-5	7	8	-1.6	-1
39	COCc1cc(C)[nH]c(=O)c1C#N	6	-3	1	3	6	1	-1	-1	-1.5	0
40	N#Cc1nc(COc2ccccc2)oc1N1CCC(Cc2ccccc2)CC1	-11	3	0	-3	4	0	-18	0	1.3	1
41	O=C(c1cc(F)ccc1F)C1CCCN(C(=O)c2ccco2)C1 (stereo not drawn)	-2	0	2	4	-2	-3	-3	-2	-0.6	2
42	CCCOc1ccc(C(=O)CCN2CCCCC2)cc1	3	0	10	2	0	0	0	-3	-0.8	-3
43	Brc1ccc(/C=N/Nc2ccccc2)cc1	5	4	0	-12	8	6	3	-2	-2.9	3
44	COc1ccc(OC)c(Nc2cc(C)c3ccccc3n2)c1	-3	-8	0	5	5	6	1	-5	-2.1	-1
45	COc1ccc(-c2ccc3c(n2)CCCN3S(=O)(=O)c2ccc(C)cc2)cc1	-3	1	7	-9	5	-3	·	13	-0.1	3
46	Cc1cccc(N(CC(=O)N/N=C/c2ccccc2C(=O)O)S(C)(=O)=O)c1C	-10	-1	8	-3	1	-9	5	4	-1.4	3
47	COc1ccc(C(CC(=O)N2CCCCC2)NC(=O)C(F)(F)F)cc1 (stereo not drawn)	-7	0	2	3	-4	-6	-2	-3	-2.8	2
48	COc1ccc(NC(=O)C2CCC(CNS(=O)(=O)c3cccs3)CC2)cc1 (stereo not drawn)	-1	-3	-2	-1	-1	-1	-3	0	-3.3	-1
49	COc1ccc(N2CCOCC2)c(NC(=O)c2cccs2)c1	-5	4	3	-3	-9	-5	-1	4	-2.2	1
50	CC(=O)c1sccc1NC(=O)c1ccccc1C(=O)O	5	-2	3	1	-1	-3	9	3	36*	0

Further results follow:
cpd	SMILES	TCR CD3 inh	MBD2 DNA inh	PRMT1 FP inh	ABHD4 inh	rCAG binder	LEDGF integ inh	HTRA1 inhibitor	NR1D1 modulator	PG9 binder	UHRF1 binding
51	O=C(OCc1cc(=O)n2ccsc2n1)C1(c2ccccc2)CC1	-6	2	0	-1	3	-3	5	0	-2.1	2
52	COc1ccc2[nH]c(C(=O)N3CCNCC3)cc2c1OC	-2	-4	1	4	3	2	2	0	-0.7	0
53	CC(=O)Nc1cc2c(=O)n(Cc3ccccc3)c(C)nc2cc1N1CCOCC1	7	-6	0	7	-4	3	-2	-2	-1.3	0
54	CCc1nc2ccc(C(=O)N(C)CC(=O)Nc3ccc(Cl)c(C(F)(F)F)c3)cc2nc1CC	4	-4	-3	2	3	3	-62	9	-4.0	-2
55	O=C(N1CCOCC1)N1CCN(c2ccc(F)cc2)CC1	4	3	-5	0	-2	-3	17	1	1.2	9
56	ON=C1CCC2CCCCC2C1 (stereo not drawn)	-2	8	1	2	0	1	3	-1	-1.6	15
57	O=C1C(Cl)=C(N2CCOCC2)C(=O)N1CCc1ccccc1	3	-3	2	5	-5	-3	2	0	2.4	3
58	N#C/C(=C\c1cccn1S(=O)(=O)c1ccccc1)S(=O)(=O)c1ccc(F)cc1	-9	-4	-3	-9	7	6	·	6	4.0	-2
59	CCN1CCN(CC(=O)Nc2cc(C(F)(F)F)ccc2OCCOC)CC1	-2	7	10	20	-8	1	2	-2	1.1	6
60	COc1ccc(C2CC(c3cccs3)=Nc3ccccc3S2)cc1OC (stereo not drawn)	4	-1	64*	7	8	3	-5	-1	-1.4	0
61	O=C(CCNC(=O)c1ccc(Cl)cc1)NCc1cccc(C(F)(F)F)c1	-4	0	-5	2	-3	0	-5	5	0.1	2
62	CS(=O)(=O)c1cccc(C(=O)N(CCc2ccccc2)Cc2cccs2)c1	-1	-4	-3	-1	-7	3	11	-4	-0.8	3
63	CC(=O)c1ccc(NC(=O)CN2C(=O)/C(=C/C=C/c3ccccc3)SC2=S)cc1	-12	2	9	-45	38*	3	-27	3	-0.4	6
64	COCCOC(=O)c1c(C)n(C)c2ccc(OC(=O)c3c(OC)cccc3OC)cc12	-1	1	46*	2	0	11	-18	7	-1.3	2
65	CCn1nnnc1NC(=O)c1cc(OC)c(OC)c(OC)c1	-7	3	4	8	-4	-6	4	-1	-1.6	1

Not all compounds are listed. The share of hits here may be higher or lower than overall.
